Screening data as filed in PubChem BioAssay.
MC4R antag cAMP: MC4R antagonists of cAMP signaling, primary screen, cell-based, TR-FRET, antagonist arm of biased-ligand search; AID 540295, 2011; MC4R-expressing cells, MTII-stimulated cAMP, LANCE TR-FRET; inhibition, % at 6.5 µM; Melanocortin receptor 4 (Homo sapiens), P32245; 360,000 tested, 0.48% active;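 active = inhibition above its plate's cutoff, the mean of tested wells on that plate plus 3 SD, cut at about 29% in these data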;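 note: 0% = Melanotan II alone and 100% = Melanotan II plus saturating MCL0020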
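material = U2OS cells stably expressing human melanocortin 4 receptor (MC4R) | also added = Melanotan II challenge | dosing = single nominal compound dose of 6.5 µM | detection = TR-FRET with Eu-cAMP and labeled anti-cAMP, 671 nm | replication = singlicate | timing = compound 30 min, challenge 1 h, detection 1 h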
NCOA1 inh: SRC1 coactivator transcriptional activity inhibitors, primary screen, cell-based, luminescence; inhibition, % at 3.6 µM; Nuclear receptor coactivator 1 (Homo sapiens), Q15788; 360,000 tested, 0.12% active; HEK293 GAL4-SRC1 luciferase reporter; AID 588354, 2011;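 active = inhibition above the campaign mean plus 3 SD, with each screening campaign given its own cutoff, cut at about 60% in these data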;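 note: 0% = DMSO treated cells and 100% = gossypol at 36 µM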
ABHD5 PLIN5 PPI: ABHD5-PLIN5 interaction inhibitors, primary screen, cell lysate, split luciferase complementation, luminescence | Perilipin-5 (Homo sapiens) + 1-acylglycerol-3-phosphate O-acyltransferase ABHD5 (Homo … | Split G. princeps luciferase complementation, 4 h | inhibition, % at 4 µM | 360,000 tested, 0.78% active;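 active = inhibition above the mean inhibition across every tested compound plus 3 SD, cut at about 22% in these data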;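 note: 0% = DMSO only wells and the 100% control is not disclosed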
LMP1 NFkB inh: EBV LMP1-driven NF-kappaB luciferase reporter inhibitors, primary screen, cell-based, luminescence, single point; LMP1-induced NF-kappaB luciferase reporter cells; inhibition, % at 12.5 µM; 350,000 tested, 0.69% active; AID 504558, 2011; in the data active = inhibition above about 41%;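 note: 0% = neutral control wells and 100% = reference inhibitor control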
LRH-1 inv ag: LRH-1 (NR5A2) inverse agonists, primary screen, cell-based, luminescence, HEK293T, StAR-luciferase reporter; Nuclear receptor subfamily 5 group A member 2 (Homo sapiens), O00482; LRH-1 transfected, 24 h; inhibition, % at 3.6 µM; 360,000 tested, 0.13% active;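 active = inhibition above the mean inhibition of all tested compounds plus 3 SD, cut at about 73% in these data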;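 note: 0% = DMSO wells and 100% = reporter-only cells lacking LRH-1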
NR2F2 inh: NR2F2 transcriptional activity inhibitors, primary screen, cell-based, luciferase reporter, HEK293T, luminescence; HEK293T NGFI-A luciferase reporter; inhibition, % at 8.6 µM; 370,000 tested, 0.7% active;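 active = inhibition above a per-plate cutoff, mean inhibition of test wells between control levels plus 3 SD, cut at about 38% in these data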;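 note: cells cotransfected with COUP-TFII expression vector driving the NGFI-A reporter; 0% = median of COUP-TF2 test wells and 100% = reporter-only cells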
MC4R barr agon: MC4R agonists recruiting beta-arrestin, primary screen, cell-based, luminescence, agonist arm of biased-ligand search; 360,000 tested, 0.98% active; Melanocortin receptor 4 (Homo sapiens), P32245; activation, % at 8.9 µM; U2OS MC4R beta-arrestin complementation; percent of melanotan II response, DMSO zero;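 active = activation above a per-plate cutoff, the mean activation of sample wells on that plate plus 3 SD, cut at about 8% in these data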
TLR9-MyD88 block: inhibitors of TLR9-MyD88 association in cells, primary screen, cell-based, CHO, BLA complementation, fluorescence; CCF4 FRET ratio; inhibition, % at 4.98 µM; 340,000 tested, 0.21% active; AID 504734, 2011;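 active = inhibition above the mean over all tested compounds plus 3 SD, cut at about 21% in these data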;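 note: 0% = DMSO only wells and 100% = clavulanate BLA inhibitor control wells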
SRC2 inh: inhibition of GAL4-SRC2 driven luciferase reporter, primary screen, SRC2 inhibitor project, cell-based, luminescence. Nuclear receptor coactivator 2 (Homo sapiens), Q15596. HEK293 GAL4-SRC2 luciferase reporter. inhibition, % at 9 µM. 370,000 tested, 0.17% active. AID 651957, 2012;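 active = inhibition above the mean inhibition of all tested compounds plus 3 SD, set per campaign, cut at about 52% in these data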;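 note: 0% = DMSO treated cells and 100% = cells given Gossypol at 36 µM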
SRC3 inh: SRC3 coactivator transcriptional activity inhibitors, primary screen, cell-based, luminescence; 360,000 tested, 0.17% active; HEK293 GAL4-SRC3 luciferase reporter; Nuclear receptor coactivator 3 (Homo sapiens), Q9Y6Q9; AID 588352, 2011; inhibition, % at 3.6 µM;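 active = inhibition above a per-campaign cutoff, the mean of all compounds plus 3 SD, cut at about 60% in these data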;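 note: 0% = DMSO-treated cells and 100% = gossypol-treated cells at 36 µM; higher means less SRC3-driven luciferase light from the GAL4 reporter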
NOD2 RIPK2 PPI: NOD2-RIPK2 binding disruptors in cells, primary screen, fluorescence, CHO cells, BLA complementation. Receptor-interacting serine/threonine-protein kinase 2 (Homo sapiens), O43353. CCF4 ratio. inhibition, % at 4.98 µM. 360,000 tested, 0.38% active; in the data active = inhibition above about 21%;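 note: 0% = vehicle only and 100% = reference blocker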
Starred values were filed as active, the others as inactive; nt = not tested or not shown. This is a subset; rates above refer to the full screens.

SMILES	MC4R antag cAMP	NCOA1 inh	ABHD5 PLIN5 PPI	LMP1 NFkB inh	LRH-1 inv ag	NR2F2 inh	MC4R barr agon	TLR9-MyD88 block	SRC2 inh	SRC3 inh	NOD2 RIPK2 PPI
Nc1[nH]c(N=NC(=O)c2ccc(F)cc2)c2ccccc12	-5	-99	6	2	-42	-31	-1.5	-10	-31	-47	-11
COc1ccc(OC)c(NC(=O)Nc2cccc3ccccc23)c1	-3	-33	1	3	-25	-4	0.3	5	-19	-18	-2
OCCN1CCN(c2ncnc3c2ncn3[C@H]2CN(Cc3cccs3)C[C@@H](CO)O2)CC1	4	-13	-12	nt	-12	23	-0.2	nt	11	-8	5
CCOc1cc(-c2c(C)c(CC)nc(N)c2C#N)ccc1O	-1	-14	-4	3	-9	-5	0.5	-10	-8	-19	2
COc1ccc2cc(C(=O)N(C)Cc3ccccc3)[nH]c2c1	7	-9	-2	-2	7	2	8.1	-1	-23	-45	3
CC(C)(C)c1ccc(CC(=O)N2CCC2(C)C(=O)NS(=O)(=O)c2ccc(F)cc2F)cc1 (stereo unspecified)	3	-4	-13	nt	6	-5	-1.1	nt	1	-12	-9
O=C1NCCN/C1=C\C(=O)c1cccc(Br)c1	0	-34	6	-22	-72	-14	1.7	-1	-65	-22	2
COc1c2ccoc2nc2c(OC)c(OCC(OC(C)=O)C(C)(C)O)ccc12 (stereo unspecified)	4	-5	5	-11	19	6	-2.0	3	-30	2	-6
CCN(C(=S)NC(=O)Cc1ccc(OC)cc1)c1ccccc1	20	0	-3	2	2	1	0.8	-4	-14	10	2
CN(C(=O)COC(=O)c1nc(-c2ccccc2)n(-c2ccccc2)n1)C1CCS(=O)(=O)C1 (stereo unspecified)	4	6	-2	10	-16	-10	0.5	-8	-33	-5	1
Cc1cc(C)n(-c2ccccc2C#N)n1	-9	10	3	5	3	5	-1.1	-4	-18	16	-10
Cc1ccc(C)c(NC(=O)c2cc3c([nH]c4ccccc43)c(C)n2)c1	4	-1	-2	9	-4	-6	-0.3	7	-8	-22	5
Cn1c(=NC(=O)COc2ccccc2)sc2ccccc21	-6	-103	2	-6	-126	-15	-0.2	-3	-92	-70	-1
CCOC(=O)c1ccc(NC(=O)CSc2nc(=O)n(CCN3CCOCC3)c3c2CCC3)cc1	9	-8	-5	-2	-21	4	-2.2	-12	-12	-1	-1
O=c1c2ccccc2nnn1COc1ccc(Cl)cc1Br	-5	-20	7	-2	-18	-2	-1.5	7	-6	-37	-2
Cc1ccc(-c2cccc(C(=O)NCc3ccccc3)n2)c2ccccc12	-7	1	-14	-3	-15	-2	-0.3	-13	-18	-4	1
NNC(=O)CNC(c1ccccc1)c1cc(Cl)ccc1NC(=O)c1ccccc1 (stereo unspecified)	5	10	3	5	8	-13	0.7	-12	-3	-21	4
Cc1ccccc1Cn1ccc(NC(=O)c2nn(C)cc2[N+](=O)[O-])n1	-7	9	-1	-15	-15	-7	0.0	7	9	-2	-2
O=[N+]([O-])c1ccccc1/C=N/NC1=NCCCCC1	0	-69	-5	-20	-69	-18	-1.6	-3	-98	-47	3
CCCC(=O)n1nc(-c2ccc(Cl)cc2)nc1SC	-4	-62	0	-3	-54	-17	0.7	1	-33	-57	-9
Cc1cccc(-c2n[nH]c(S(C)(=O)=O)c2C#N)c1	14	-6	-4	1	3	-11	0.1	-3	-6	18	-12
O=C(c1ccccc1)N(C(=O)c1ccccc1)N1CCCC1	5	-6	7	8	14	-14	-1.6	5	-2	4	-15
CCOCCCNC(=O)C(NC(=O)c1ccc2c(c1)OCO2)c1ccc(Cl)cc1 (stereo unspecified)	6	6	0	7	-2	-5	-0.5	0	21	-6	-7
CCOC(=O)N1CCC(NC(=O)C2CCN(S(=O)(=O)c3cccs3)CC2)CC1	0	2	3	-1	13	-6	-1.8	0	7	15	10
CCOC(=O)c1c(C)n(C)c2ccc(OC(=O)c3ccco3)cc12	15	1	0	8	5	12	0.7	-36	-8	-15	-8
Cc1ccc(S(=O)(=O)NC(CC(=O)NCC2CCCO2)c2ccco2)cc1 (stereo unspecified)	5	-4	-4	-2	7	-16	-1.7	-6	2	14	11
CC(=O)c1cn(CC(=O)Nc2ccccc2C)c2ccccc12	-1	-5	3	4	40	38*	-0.8	3	29	7	-6
COc1ccc(-c2cc(C(=O)Nc3ccc(OC)cc3OC)no2)cc1	-2	-2	4	-4	2	3	-0.6	5	14	-1	-1
CCOc1cccc(-c2cc(C(=O)Nc3ccon3)c3ccccc3n2)c1	3	18	-2	-3	30	6	0.8	2	-26	-1	1
CS(=O)(=O)N1CCC(Oc2cccc(C(=O)NCCCOc3cccnc3)c2)CC1	0	-53	2	-29	13	6	-4.0	-1	25	-2	7
COc1ccc(C2c3[nH]c4ccccc4c3C[C@H]3C(=O)N(c4ccccc4C(=O)N4CCC(C(=O)O)CC4)C(=O)N23)cc1 (stereo partly specified)	10	-18	-4	-7	-10	-13	-1.7	10	-16	2	-6
N#CCSc1ccccc1NC(=O)CN1C(=O)C2CC=CCC2C1=O (stereo unspecified)	-5	-6	-6	-10	64	3	-0.9	-5	-18	-11	2
CC1CCN(C(=O)c2ccccc2NC(=O)Cc2ccccc2)CC1	7	-20	3	3	-3	0	-1.2	-4	-12	-8	-1
O=C(/C=C/c1ccc(F)cc1)NC(=S)N1CCOCC1	11	-10	1	1	-2	4	1.9	-11	-31	-3	-6
CC(=O)Oc1ccc(Cn2cnc3cc4ccccc4cc32)cc1	-7	1	7	-6	8	-14	3.0	4	2	3	4
CCOC(=O)c1snc(-c2ccc(F)cc2)c1N	0	-52	-2	-25	-62	-25	-0.7	7	-11	-36	-5
CC(C)(CNC(=O)CC1C(=O)NCCN1Cc1cccc(F)c1)N1CCOCC1 (stereo unspecified)	7	-24	-4	-1	-5	12	-1.5	-2	19	-10	4
Cc1onc(-c2c(F)cccc2Cl)c1C(=O)OCC(=O)N(C)c1ccccc1	1	10	9	-1	12	-8	1.1	-2	-4	12	-5
O=c1oc2ccccc2c(O)c1Cc1cc(Cl)c2cccnc2c1O	0	-6	6	-2	4	24	-2.1	-1	16	12	-7
O=C(CSc1nnc(SCc2ccc(Cl)cc2)s1)N/N=C/c1c(Cl)cccc1Cl	14	-20	-4	-9	8	0	0.7	-13	-8	7	-7
COc1cc2c(cc1NC(=O)Nc1ccc(F)cc1)oc1ccccc12	-4	7	3	-19	-29	15	11*	-2	6	-9	-9
Cc1ccc(C)c(NC(=O)c2ccc3c(c2)CCN3S(C)(=O)=O)c1	12	0	3	0	-8	1	0.4	-14	-20	-35	3
CC(=O)c1ccc(N(C(=O)CS(=O)CC(=O)Nc2ccc(F)cc2)C(C(=O)NC2CCCCC2)c2cccs2)cc1 (stereo unspecified)	7	2	0	-11	-14	6	0.5	-3	-29	1	-9
CN1CCN(C(=O)C2=C[C@@H](c3ccc(Br)cc3)C[C@@H](OCc3ccc(CO)cc3)O2)CC1	7	4	5	4	-12	7	-2.4	-4	-6	-62	-5
CCOC(=O)C1=CCN(S(=O)(=O)c2ccc(C)cc2)C1c1ccc(Cl)cc1 (stereo unspecified)	nt	-10	2	nt	0	25	nt	nt	-6	-1	-7
COc1ccc(-c2csc(NC(=O)c3ccc(OCC(=O)N4CCOCC4)c(OC)c3)n2)cc1	16	-5	6	-2	3	28	-1.0	-5	9	21	5
COc1ccc(N(C)S(=O)(=O)c2ccc3c(c2)CCC(=O)N3)cc1	7	-1	7	-3	20	8	-1.4	-4	-3	2	-5
Cc1cc(NC(=O)CCS(=O)(=O)c2ccc3c(c2)NC(=O)C(C)S3)ccc1Br (stereo unspecified)	5	-41	-1	-5	-2	nt	2.2	0	nt	12	4
Cc1cc(C)c(C(=O)CC(=O)c2cccnc2)c(C)c1	-7	-18	9	3	21	6	2.5	9	-4	-5	0
Cc1ccc2c(NCc3ccco3)nc(NC(C)C)nc2c1	nt	nt	18	nt	-12	15	nt	nt	4	nt	-3
O=C(NCc1cccs1)c1cc(-c2ccccc2)nn1CC1CC(c2cccnc2)=NO1 (stereo unspecified)	-3	-6	5	-3	37	-2	-0.3	5	-31	5	-7
O=C(O)CCC(=O)N1N=C(c2ccccc2)CC1c1ccc2c(c1)OCO2 (stereo unspecified)	1	9	2	5	18	-2	0.1	2	-18	7	-8
CSc1ncc(C(=O)Nc2cccc(Cl)c2C)c(C)n1	2	-21	0	7	-10	12	1.1	-10	20	-4	8
O=C1c2ccccc2C(=O)N1CCCCn1c(=O)oc2ccccc21	4	-5	4	10	-10	4	-1.4	-6	12	2	7
CC(=O)Nc1ccc(S(=O)(=O)NCCC(=O)OCc2csc(CC(=O)Nc3ccccc3C)n2)cc1	3	-3	2	-19	16	1	-4.5	2	-7	-7	0
CCCS(=O)(=O)N1CCN(C(=O)COc2ccccc2)CC1	7	-34	-3	3	22	-4	-0.8	2	-30	0	-2
CC(=O)Nc1nc(C)c(-c2csc(Nc3ccc(S(N)(=O)=O)cc3)n2)s1	-2	2	-6	11	0	-8	0.6	8	-12	4	-13
CC(C)c1ccccc1NC(=S)N1CCN(Cc2ccc3c(c2)OCO3)CC1	1	3	-2	10	2	-12	-1.4	-1	1	15	1
NC(=O)c1ccc(NC(=O)CN2CCN(c3ccc(Cl)cc3)CC2)cc1	-2	-7	0	4	36	-6	-1.4	7	-16	3	2
O=C(NCc1ccc(N2CCCC2=O)cc1)c1cccc(Cl)c1	26	12	-1	-6	-6	15	-1.6	6	9	4	-8
